# From PubChem
# NOD1 inhibition – NOD1 signaling inhibitors, primary screen, cell-based, luminescence, uHTS (AID 1578); NOD1-driven NF-kB luciferase reporter cells, luminescence; higher % means a stronger effect; one-dose inhibition, % at 4 µM; EC50 in µM for titrated hits; hit rate 1% among 290,000; in the data active = inhibition mostly above about 36%, no sharp cut-off; inactive = mostly below about 34%;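 also: HEK-293T reporter cells stimulated with the NOD1 agonist gamma-tri-DAP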
# KOR beta-arrestin-1 – KOR antagonists, beta-arrestin recruitment, cell-based, luminescence, uHTS (AID 1778). Kappa-type opioid receptor (Homo sapiens). KOR beta-arrestin recruitment, luminescence, antagonist mode; higher % means a stronger effect. inhibition, % at 10 µM, or IC50 in µM where a hit was titrated. hit rate 0.091% among 290,000; also: strong numbers were not always called active
# Myeloid diff 2 – induction of myeloid progenitor differentiation, primary screen, cell-based, flow cytometry, MLPCN library; AID 624256, 2012; ER-HoxA9 myeloid progenitors, lysozyme-GFP differentiation; calls only at 10 µM; hit rate 1% among 360,000;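 active = normalized GFP-positive differentiation at or above the plate's own cutoff, the solvent-only control mean plus 3 SD; inconclusive = no clear call, values can overlap the other calls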;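 also: cells exposed to compound for four days before flow analysis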
# GPR55 antagonists – GPR55 antagonists blocking LPI-driven arrestin recruitment, primary screen, imaging, U2OS, beta-arrestin-GFP, LPI agonist (AID 2013); U2OS GPR55 beta-arrestin-GFP translocation imaging, LPI antagonism; higher % means a stronger effect; G-protein coupled receptor 55 (Homo sapiens); inhibition, % at 10 µM; hits with a dose series show IC50 in µM; hit rate 0.13% among 290,000;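 active = spots per cell inhibited over 60%, with over 100 cells counted and total cytoplasm intensity under 500,000; inconclusive = wells with under 100 cells, flagged as likely toxic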;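 also: U2OS cells stably carrying GPR55 and arrestin-GFP stimulated by 5 µM LPI near EC80; imaged beta-arrestin-GFP aggregate spots per cell after agonist stimulation; plate controls were LPI-stimulated DMSO wells for no effect and DMSO wells without LPI for full effect; some results filed as inactive read as strong as hits; confirmed hits need IC50 under 10 µM and bright autofluorescent wells are also inconclusive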
# NOD2 inhibition – NOD2 signaling inhibitors, cell-based, luminescence, uHTS, HEK293 (AID 1566); inhibition, % at 4 µM; hits with a dose series show EC50 in µM; hit rate 0.63% among 290,000; HEK293 NOD2/NF-kB luciferase reporter, luminescence; higher % means a stronger effect; also: many of its hits are not listed in these tables
# GPR55 activation – GPR55 agonists via beta-arrestin recruitment, primary screen, imaging, U2OS cells, beta-arrestin-GFP redistribution (AID 1961); G-protein coupled receptor 55 (Homo sapiens); activation, % at 10 µM; hits with a dose series show EC50 in µM; U2OS GPR55 beta-arrestin-GFP redistribution imaging; higher % means a stronger effect; hit rate 0.048% among 290,000;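 active = activation above 40% with more than 50 cells counted in the well; inconclusive = wells holding fewer than 50 cells, flagged as toxic or sparse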;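 also: U2OS osteosarcoma cells stably expressing GPR55 and beta-arrestin-GFP; plate controls were DMSO negative control for no effect and LPI positive control for full effect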
# GPR35 antagonists – GPR35 antagonists blocking zaprinast-driven arrestin recruitment, primary screen, imaging, U2OS, beta-arrestin-GFP, zaprinast agonist (AID 2058). G-protein coupled receptor 35 (Homo sapiens). U2OS GPR35 beta-arrestin-GFP translocation imaging, zaprinast antagonism; higher % means a stronger effect. inhibition, % at 10 µM, or IC50 in µM where a hit was titrated. hit rate 0.052% among 290,000;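 active = inhibition of at least 50% with at least 30 cells and total cytoplasm GFP at most 10,000,000; inconclusive = under 30 cells or total GFP of 10,000,000 plus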
# KOR beta-arrestin-2 – KOR agonists, beta-arrestin recruitment, primary screen, cell-based, luminescence, uHTS (AID 1777); KOR beta-arrestin recruitment, luminescence; higher % means a stronger effect; one-dose activation, % at 10 µM; EC50 in µM for titrated hits; hit rate 0.02% among 280,000; in the data active = activation above about 50%, passing the limit was not always enough; also: a part of the inactive calls stands beside numbers as strong as those of hits
# HIV fusion peptide – inhibitors of HIV fusion peptide binding, primary screen, biochemical, uHTS, fluorescence dequenching (AID 1986) | inhibition, % at 20 µM, or IC50 in µM where a hit was titrated | hit rate 0.3% among 290,000 | cell-free peptide binding, fluorescence dequenching, 30 min; higher % means a stronger effect; in the data active = inhibition mostly above about 52%, no sharp cut-off; inactive = mostly below about 76%; also: some results filed as inactive read as strong as hits
# Myeloid diff 2 GFP+ MAC1+ % – second read-out of Myeloid diff 2, no call of its own (marks repeat the call); GFP+ MAC1+ double positive, %; measured here: differentiation confirmed by MAC1 staining
# * marks the source's active call; other numbers are inactive results; i = inactive; ? = inconclusive; . = no result given; + = active, no number; [ ] = dose if it differs, or a comment. Rule as the data show it, unless noted: active = inhibition above about 50%; inactive = the rest.
SMILES,NOD1 inhibition,KOR beta-arrestin-1,Myeloid diff 2,Myeloid diff 2 GFP+ MAC1+ %,GPR55 antagonists,NOD2 inhibition,GPR55 activation,GPR35 antagonists,KOR beta-arrestin-2,HIV fusion peptide
Fc1ccccc1N1CCN(C2CCCN(Cc3ccccc3C(F)(F)F)C2)CC1 (centres undefined),-20%,-14%,+,1.6*,30%,-4%,-0.1%,-2%,2.5%,2.2%
COc1ccc(CCNC(=O)CCc2ccc(S(=O)(=O)NCC(C)C)cc2)cc1OC,-26%,0%,i,0.9,8%,13%,-0.2%,-6%,-8.3%,-0.1%
N#Cc1ccccc1NC(=O)Nc1ccc(Cl)cc1,-33%,-25%,i,0.5,4%,2%,-0.1%,10%,6.3%,-0.5%
C=CCNC(=O)c1ccccc1NC(=O)c1cccc2ccccc12,-6%,-18%,i,0.4,3%,0%,-0.1%,-3%,1.1%,-1.5%
Cc1nonc1-c1csc(N)n1,-35%,-4%,i,1.1,-3%,4%,0.3%,-13%,1.4%,0.3%
CC(=O)NC(Cc1c[nH]c2ccccc12)C(=O)N/N=C/c1ccccc1 (centres undefined),-31%,32%,i,0.7,-2%,5%,-0.5%,-10%,-1.4%,-0.2%
COC(=O)c1c(S(C)(=O)=O)nc(-c2ccccc2)[nH]c1=O,-12%,36%,i,0.3,14%,18%,0.3%,-3%,6.6%,-1.2%
Fc1ccccc1/C=C1\CCCC2=C1Nc1ncnn1C2c1ccccc1F (centres undefined),91%*,11%,.,.,15%,23%,7.5%,10%,3.7%,-0.6%
O=[N+]([O-])c1ccc(/C=N/NC(=S)Nc2ccccc2C(F)(F)F)o1,-18%,-4%,i,0.4,3%,16%,-0.1%,-10%,-4.2%,17%
O=C1CC(c2ccccc2Oc2cccc(Cl)c2)C(n2cncn2)C(=O)C1C1NCCc2ccccc21 (centres undefined),14%,-8%,i,1.3,7%,-17%,-0.1%,-5%,5.7%,-0.3%

# With a hit mark in NOD1 inhibition (from the list above):
Compound | NOD1 inhibition | KOR beta-arrestin-1 | Myeloid diff 2 GFP+ MAC1+ % | NOD2 inhibition | GPR35 antagonists | KOR beta-arrestin-2 | HIV fusion peptide
Fc1ccccc1/C=C1\CCCC2=C1Nc1ncnn1C2c1ccccc1F (centres undefined) | 91%* | 11% | . | 23% | 10% | 3.7% | -0.6%

# (continued)
SMILES,NOD1 inhibition,KOR beta-arrestin-1,Myeloid diff 2,Myeloid diff 2 GFP+ MAC1+ %,GPR55 antagonists,NOD2 inhibition,GPR55 activation,GPR35 antagonists,KOR beta-arrestin-2,HIV fusion peptide
Cc1noc(C(=O)Nc2c(C)nn(Cc3ccccc3)c2C)c1Cl,-4%,-5%,i,3.0,4%,6%,-0.1%,-2%,2.7%,-2.9%
O=C(c1cnn(-c2ccccc2)c1)c1cc(F)ccc1O,-2%,10%,i,0.3,19%,-47%,-0.1%,7%,-3.9%,0.0%
CCOc1cc(N2CCCC2)ccc1[N+](=O)[O-],-24%,17%,i,0.7,-1%,15%,0.0%,4%,4.2%,-3.0%
Cc1c(NC(=O)/C(C#N)=C\c2cccs2)c(=O)n(-c2ccccc2)n1C,-37%,27%,i,0.3,-3%,8%,-0.5%,6%,3.2%,1.8%
CCOC(=O)N1CCN(C(=O)c2cc3c(=O)[nH]c4ccccc4c3s2)CC1,-36%,2%,i,0.9,7%,14%,0.4%,-1%,-6.9%,-0.7%
Cn1c(Cn2nnc3ccccc32)nnc1SCC(N)=O,-6%,-44%,i,4.5,7%,4%,0.2%,11%,2.7%,0.1%
COc1ccc(N2C(=O)CS(=O)C(c3ccccc3)C2=O)cc1 (centres undefined),-10%,0%[20 µM],i,0.1,2%,-53%,0.2%,-12%,1.9%,7.0%
CCOC(=O)C1=C(C)N(C)C(=O)NC1c1c(OC)ccc2ccccc12 (centres undefined),-11%,-16%,i,0.8,-1%,0%,-0.2%,8%,-2.2%,0.3%
Cn1cnc2nc3n(c2c1=O)CCC3,-2%,10%,i,1.0,14%,1%,-0.4%,-5%,-4.1%,-2.8%
COC(CNc1nc(SC)nc2sc3c(c12)CCN(C)C3)OC,-1%,-14%,i,0.4,12%,11%,-0.1%,14%,-0.3%,4.8%
Cc1ccc(C)c(NC(=S)N(CCN(C)C)C(C)c2ccccn2)c1 (centres undefined),-17%,-4%,i,0.7,15%,6%,0.1%,9%,-2.0%,0.8%
CC(Sc1nc(NCc2ccccc2)nc(N(C)C)n1)C(=O)Nc1ccccc1 (centres undefined),21%,-2%,i,1.3,8%,-5%,0.3%,5%,0.3%,0.3%
c1csc(-c2nc(-c3ccncc3)no2)c1,-63%,31%,i,2.6,1%,-41%,-0.1%,5%,5.4%,-1.3%
O=C(CCOc1ccccc1)Nc1ccnn1C1CCN(Cc2ccc(O)cc2)CC1,-34%,5%,i,1.1,-3%,-19%,-0.1%,-4%,-0.8%,0.0%
CC(C)OCCCNC(=O)c1cc(-c2cccs2)nc2ccccc12,1%,-2%,i,0.3,8%,-17%,-0.2%,-5%,-1.2%,-0.3%
CC(Oc1ccccc1F)c1ccnc2nc(/N=C/N(C)C)nn12 (centres undefined),-2%,2%,i,0.4,2%,8%,-0.4%,2%,-1.8%,1.6%
COc1cccc(N2CCN(C(=O)C3CCC(=O)N(C4CCCCCC4)C3)CC2)c1 (centres undefined),25%,-38%,?,.,-12%,19%,-0.1%,1%,7.2%,-1.9%
CCC(=O)N1c2ccccc2-c2nnc(SC)nc2OC1c1ccc(N(C)C)cc1 (centres undefined),-23%,-23%,i,1.8,12%,2%,-0.2%,-10%,2.2%,0.3%
O=C(c1cc(Br)c(Br)s1)N1CCN(C/C=C/c2ccccc2)CC1,-1%,-10%,i,0.9,3%,-4%,0.3%,-14%,.,1.0%
COc1ccc(CC(=O)Nc2ccc(/C(C)=N/NC(=O)c3cccc([N+](=O)[O-])c3)cc2)cc1,-40%,-17%,i,0.8,9%,-11%,-0.2%,14%,19%,1.2%
FC(F)(F)c1ccc(C2Nc3cccc4cccc(c34)N2)cc1,-40%,-24%,.,.,8%,0%,-0.3%,-4%,-3.6%,18%
Cc1ccc(S(=O)(=O)NC(C)(C)CN2CCCCC2)cc1,-22%,-12%[20 µM],i,1.5,-10%,-20%,0.0%,-3%,0.9%,1.9%
COc1ccc(CCNC(=O)CSc2ccc3ccccc3c2)cc1OC,-6%,-11%,i,0.5,11%,12%,0.2%,-6%,-4.0%,9.0%
CC(/C=N/NC(=O)c1ccc(CN2c3cccc4cccc(c34)S2(=O)=O)cc1)c1ccccc1 (centres undefined),-18%,7%,i,0.8,3%,7%,-0.2%,-2%,-4.4%,1.8%
COCCOC1CCN(C(=O)C2CCC(=O)N(CCc3ccccc3)C2)CC1 (centres undefined),-13%,3%,i,0.5,-1%,-8%,-0.1%,-4%,7.8%,0.9%
O=C1CN(c2ccc(Cl)cc2)C(=O)CN1NC(=S)Nc1ccc(Cl)cc1,.,-4%,i,0.8,2%,12%,-0.1%,19%,2.7%,-3.2%
Cn1c(=O)[nH]c(=O)c2c1nc(N1CCN(c3cccc(Cl)c3)CC1)n2CCCc1ccccc1,-26%,33%,.,.,2%,1%,-0.1%,6%,-7.2%,-0.9%
COc1ccc(NS(=O)(=O)c2cc(NC(=O)c3ccc(=O)[nH]c3)ccc2N2CCOCC2)cc1,-5%,-19%[20 µM],i,0.2,-4%,-5%,0.2%,52%,-1.7%,-2.0%
Cc1ccc(S(=O)(=O)NN2C(=O)c3ccccc3NC2c2cccc(O)c2)cc1 (centres undefined),-29%,0%,i,0.4,6%,4%,-0.6%,-5%,7.3%,-1.3%
CCOc1ccc(CCNC(=O)c2cccnc2N2CCCC2)cc1OCC,-10%,-25%,i,0.5,8%,10%,0.1%,-4%,-4.4%,2.0%
COc1ccc(NC(=O)CSc2nnc(Cc3cccs3)n2-c2ccc(C)cc2)cc1,12%,31%,i,0.9,0%,8%,-0.1%,11%,3.1%,0.1%
O=S(=O)(c1ccc(-c2csc(Nc3ccc(F)cc3)n2)cc1)N1CCCC1,26%,4%,i,0.5,11%,8%,-0.2%,-12%,1.6%,1.9%
CNC(=O)Nc1cccc(C(F)(F)F)c1,-23%,-4%,i,0.7,12%,12%,0.1%,-12%,-5.7%,2.4%
Cc1cc(C)c(S(=O)(=O)N2CCOC2CNC(=O)C(=O)NCCc2ccc(S(N)(=O)=O)cc2)c(C)c1 (centres undefined),-4%,-16%[20 µM],i,7.7,15%,6%,0.0%,13%,-5.7%,1.7%
CC(C)(C)NNC(=S)Nc1ccc(S(=O)(=O)N2CCOCC2)cc1,-27%,-16%,i,1.8,-4%,16%,0.7%,-8%,-5.1%,-1.5%
CN(C)c1nc2sc3c(c2c(=O)n1C)CC(C)(C)OC3,2%,-7%,i,0.6,0%,-3%,-0.2%,-8%,-1.1%,5.1%
CCOC(CCNC(=O)c1cc(-c2cccs2)nc2ccccc12)OCC,-12%,19%,i,0.0,-1%,19%,-0.1%,-8%,-16%,1.0%
CS(=O)(=O)c1ccc(Sc2nc3ccccc3s2)c([N+](=O)[O-])c1,.,22%,?,.,3%,.,-0.1%,4%,-1.1%,1.8%
O=C1c2ccccc2C(=O)N1CCN1CCCCC1,-10%,-12%,i,0.5,-5%,9%,-0.1%,13%,-3.0%,-1.4%
COc1cccc(CC2(CO)CCN(S(=O)(=O)N(C)C)CC2)c1,25%,-16%,i,0.1,-10%,1%,0.1%,8%,8.5%,0.6%
O=C(NCc1cccc(CNC(=O)C(=O)NCc2ccco2)c1)C(=O)NCc1ccco1,-25%,5%,i,0.1,-2%,7%,1.2%,20%,-5.6%,6.7%
CCCNC(=O)CS(=O)Cc1nc(-c2ccc(OC)cc2)oc1C (centres undefined),13%,-7%,i,2.5,1%,5%,0.3%,2%,0.8%,1.3%
COc1ccc(C2=NN(S(C)(=O)=O)C(c3cccs3)C2)cc1 (centres undefined),-16%,-23%,i,1.1,-18%,-104%,0.1%,12%,0.2%,0.0%
CC(=N\NC(=O)c1ccccc1)/C(=N/O)C(=O)Nc1ccccc1,-14%,-34%,i,3.4,6%,-18%,-0.2%,10%,-1.0%,-0.2%
CCOC(=O)C1C(=O)C=C(c2ccc(OC)cc2)CC1c1ccco1 (centres undefined),-27%,-7%,i,0.5,4%,5%,0.2%,5%,-8.8%,1.7%
COC(=O)c1ccc(S(=O)(=O)NCc2cccc(OC)c2)n1C,14%,-28%,i,0.8,8%,19%,-0.1%,18%,2.9%,2.0%

# An excerpt; the hit share may differ from the screen's.
